Assay outcomes deposited in PubChem by National Center for Advancing Translational Sciences (NCATS).
L3MBTL1 block – qHTS Assay for the Inhibitors of L3MBTL1; Lethal(3)malignant brain tumor-like protein 1 (Homo sapiens), Q9Y468; AlphaScreen L3MBTL1–H3K9me1 peptide binding; Potency, µM (titrated, usually from 57.1 µM), for inactives: at the highest dose activity, negative = inhibition, usual class: inhibitors; actives 0.66% (n = 230,000); AID 485360, 2010; also: nearly all actives have a fitted effect of over 60% in size
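First, the protein-peptide complex forms for 30 min at room temperature (L3MBTL1 50 nM, biotinylated H3K9me1 peptide 75 nM). Next, compounds are pin-transferred and incubated 30 min. Finally, AlphaScreen beads are added and read after 30 min.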
RGS12 GoLoco inh – qHTS Assay for Inhibitors of RGS12 GoLoco Motif Activity (Red Fluorophore) | Guanine nucleotide-binding protein G(i) subunit alpha-1 (Homo sapiens), P63096 | Gai1:RGS12 GoLoco peptide FP, rhodamine, 10 min | Potency, µM (titrated, usually from 61.6 µM), inactives show at the highest dose activity, negative = inhibition, actives largely listed as inhibitors | actives 0.44% (n = 230,000) | AID 880, 2007; active = well fitted inhibition curve with a large enough effect, not every such curve was filed as active; inactive = no such curve, though single readings can be large or run the other way; also: nearly all actives have a fitted effect of over 30% in size; many of its hits are not listed in these tables
Target sequence (P63096 whole entry, looked up): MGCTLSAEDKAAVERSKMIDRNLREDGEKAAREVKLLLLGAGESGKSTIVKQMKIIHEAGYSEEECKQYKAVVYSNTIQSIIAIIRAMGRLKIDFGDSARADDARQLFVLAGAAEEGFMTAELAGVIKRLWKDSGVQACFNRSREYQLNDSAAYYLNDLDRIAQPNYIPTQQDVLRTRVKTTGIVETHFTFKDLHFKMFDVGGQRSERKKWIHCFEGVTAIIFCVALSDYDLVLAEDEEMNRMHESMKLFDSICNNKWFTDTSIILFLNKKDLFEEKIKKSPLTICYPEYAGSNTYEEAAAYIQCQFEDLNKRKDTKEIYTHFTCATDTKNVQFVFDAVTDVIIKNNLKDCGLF
TexasRed fluor – Total Fluorescence Counterscreen for Inhibitors of the Interaction of Thyroid Hormone Receptor and Steroid Receptor Coregulator 2 | actives 0.29% (n = 280,000) | Potency, µM (doses to about 106 µM), for the others: top-dose fluorescence change, negative = quenching | TRb/SRC2 Texas Red total fluorescence interference; active = well fitted curve in either direction with a large enough effect; inconclusive = small, poorly fitted or top-dose-only effect
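Human TRβ ligand-binding domain (0.6 uM) and Texas Red SRC2 peptide (20 nM) in Tris buffer with 1 uM T3 and 5% DMSO were incubated with pinned compound for 5 hr at ambient temperature. Total fluorescence was computed as S + 2P (555/632 nm).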
TRb SRC2 PPI – qHTS for Inhibitors of the Interaction of Thyroid Hormone Receptor and Steroid Receptor Coregulator 2; Thyroid hormone receptor beta (Homo sapiens), P10828; TRbeta-SRC2 peptide binding, fluorescence polarization; receptor liganded with 1 µM T3; Potency, µM (series often up to 106 µM), for the others: top-dose activity change, negative = inhibition, usual class: inhibitors; actives 0.065% (n = 280,000);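 also: plate controls were bound peptide for no effect and peptide without receptor for full effect; nearly all actives have a fitted effect of over 50% in size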
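Compounds were added to 0.6 uM TRb ligand-binding domain and 20 nM Texas Red-labeled SRC2 peptide in Tris buffer containing 1 uM T3, incubated 5 hr at ambient temperature, then read by fluorescence polarization.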
Tau fibril FP – qHTS for Inhibitors of Tau Fibril Formation, Fluorescence Polarization. Microtubule-associated protein tau (Homo sapiens), P10636. K18 P301L tau heparin fibrillization, Alexa594 FP, 6 h. Potency, µM (titrated, usually from 57.7 µM), for the others: at the highest dose activity, negative = inhibition, usual class: inhibitors. actives 0.39% (n = 280,000). AID 1468, 2008; also: nearly all actives have a fitted effect of over 55% in size
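Human K18 P301L fragment (15 uM unlabeled plus 0.24 uM Alexa 594-labeled) in 100 mM sodium acetate pH 7 with compound, aggregation induced by 20 uM heparin for 6 hr at 37 C. ThT (30 uM) added for 1 hr, then Alexa 594 FP read.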
Tau fibril ThT – qHTS for Inhibitors of Tau Fibril Formation, Thioflavin T Binding. actives 2.1% (n = 270,000). Potency, µM (titrated, usually from 57.4 µM), without a hit: at the top dose activity, negative = inhibition, most hits filed as inhibitors. recombinant tau K18 P301L (four-repeat tau fragment), heparin-induced fibrillization, ThT fluorescence; also: nearly all actives have a fitted effect of over 55% in size
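Heparin-induced (20 uM) aggregation of recombinant human K18 P301L tau, 15 uM unlabeled with 0.24 uM labeled, pH 7 acetate buffer, 6 hr at 37 C with compound. Fibrils quantified by 30 uM ThT fluorescence after 1 hr ambient incubation.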
RECQ1 inh – qHTS Assay for Inhibitors of RecQ-Like Dna Helicase 1 (RECQ1); ATP-dependent DNA helicase Q1 (Homo sapiens), P46063; Potency, µM (titrated, usually from 57.3 µM), inactives show at the highest dose activity, negative = inhibition, actives largely listed as inhibitors; actives 0.54% (n = 240,000); AID 2549, 2010; RECQ1 DNA unwinding, red fluorescence kinetic read;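 also: plate controls were vehicle for no effect and no enzyme for full effect; nearly all actives have a fitted effect of over 30% in size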
Target sequence (P46063 whole entry, looked up): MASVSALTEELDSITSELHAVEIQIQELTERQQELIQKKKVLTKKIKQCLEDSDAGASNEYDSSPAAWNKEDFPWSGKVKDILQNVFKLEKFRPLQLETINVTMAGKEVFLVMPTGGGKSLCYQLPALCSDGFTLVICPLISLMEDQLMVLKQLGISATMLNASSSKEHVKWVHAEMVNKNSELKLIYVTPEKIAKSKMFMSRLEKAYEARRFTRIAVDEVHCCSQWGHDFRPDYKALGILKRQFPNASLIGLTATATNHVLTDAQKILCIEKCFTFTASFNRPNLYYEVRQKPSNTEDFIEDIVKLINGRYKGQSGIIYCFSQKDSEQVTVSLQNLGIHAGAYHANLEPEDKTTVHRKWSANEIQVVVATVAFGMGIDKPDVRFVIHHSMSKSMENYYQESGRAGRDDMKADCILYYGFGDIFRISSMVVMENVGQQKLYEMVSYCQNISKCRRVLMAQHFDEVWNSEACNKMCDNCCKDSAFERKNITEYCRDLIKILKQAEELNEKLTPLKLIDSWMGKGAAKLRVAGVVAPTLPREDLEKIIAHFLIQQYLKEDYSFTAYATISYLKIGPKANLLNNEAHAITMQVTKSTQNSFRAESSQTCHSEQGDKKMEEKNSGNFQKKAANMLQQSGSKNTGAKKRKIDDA
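50 nM RECQ1T1 preincubated 15 min with compound in Tris pH 8.0 buffer with MgCl2, DTT, Tween-20 and 2.5 ug/ml poly(dI-dC); started with 200 nM TAMRA/BHQ-2 forked duplex and 2 mM ATP. Unwinding read as fluorescence (525/598 nm), two reads 2 h apart.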
KDM4E inh – qHTS Assay for Inhibitors of Human Jumonji Domain Containing 2E (JMJD2E); Lysine-specific demethylase 4E (Homo sapiens), B2RXH2; JMJD2E catalytic domain, FDH-coupled NADH fluorescence (FDH is formaldehyde dehydrogenase); actives 1.6% (n = 230,000); Potency, µM (top dose mostly 57.1 µM), for the others: at the highest dose activity change, negative = inhibition, most hits filed as inhibitors; AID 2147, 2009; active = well fitted inhibition curve with a large enough effect, not every such curve was filed as active; inconclusive = small, poorly fitted or top-dose-only effect, or another doubt; inactive = no such curve, though single readings can be large or run the other way;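 also: 0% = wells with enzyme and -100% = buffer wells without enzyme; nearly all actives have a fitted effect of over 50% in size; many of its hits are not listed in these tables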
An asterisk follows results filed as active; i = inactive; ? = inconclusive; . = no result given; [ ] = remark or other dose. Unless noted, calls follow the shape of the dose curve; as a rule, active = well fitted curve in the direction sought with a large enough effect; inconclusive = small, poorly fitted or top-dose-only effect, or another doubt; inactive = no such curve, though single readings can be large; an effect the other way counts as inactive or inconclusive. Unless noted, % is scaled to controls: 0 for no effect and ±100 for the full control effect; potency is read from the fitted curve at half-maximal effect. A portion of the library; the hit share may differ from the screen's.

Preview:
Screens in order: L3MBTL1 block, RGS12 GoLoco inh, TexasRed fluor, TRb SRC2 PPI, Tau fibril FP, Tau fibril ThT, RECQ1 inh, KDM4E inh
> C/C(=N\NC(=O)c1ccco1)c1cc2ccccc2o1
  1%, 7%, -4%, 11%, -1%, ?, -17%, -2%
> CC1CCN(C(=S)NC2CCCCC2)CC1
  2%, 7%, -7%, -2%, -10%, -18%, 5%, -3%
> c1ccc2cc(CNCc3cccc4ccccc34)ccc2c1
  26%, 7%, -2%, 0%, -5%, -17%, -3%, 1%
> N#C/C(=C\c1cccnc1)C(=O)Nc1cccc(Cl)c1
  9%, 27%, -6%, -4%, 0%, -6%, i, -12%
> COC(=O)c1ccccc1N(C)C(=O)C12CCC(C)(C(=O)O1)C2(C)C (stereo not given)
  21%[11.4 µM], 5%, 2%, 5%, -1%, -6%, i, 6%
> COc1cccc2cc(C(=O)N3CCC(C)CC3)c(=O)oc12
  2%, -3%, -1%, 6%, -14%, -11%, -4%, -26%
> O=C(CCc1nnc2n(Cc3ccccc3Cl)c(=O)c3ccccc3n12)Nc1ccc(F)cc1
  ., ., -27%, -2%, -16%, 4%, ., .
> COC(=O)c1ccsc1NC(=O)CN1CCN(c2ccc(F)cc2)CC1
  ., 9%, -3%, 4%, 6%, ?, -9%, 7%
> COc1ccc(-c2cc3ccc(O)c(CN4CCCC(C)C4)c3oc2=O)cc1OC (stereo not given)
  ., ., -3%, 2%, 1%, ?, ., .
> O=C(Nc1c(C(=O)N2CCOCC2)cnn1-c1ccccc1Cl)c1ccco1
  4%[11.4 µM], 12%, -1%, -14%, 6%, 1%, -7%, 1%

All compounds of this part (from the top)
Screens in order: L3MBTL1 block, RGS12 GoLoco inh, TexasRed fluor, TRb SRC2 PPI, Tau fibril FP, Tau fibril ThT, RECQ1 inh, KDM4E inh
> C/C(=N\NC(=O)c1ccco1)c1cc2ccccc2o1
  1%, 7%, -4%, 11%, -1%, ?, -17%, -2%
> CC1CCN(C(=S)NC2CCCCC2)CC1
  2%, 7%, -7%, -2%, -10%, -18%, 5%, -3%
> c1ccc2cc(CNCc3cccc4ccccc34)ccc2c1
  26%, 7%, -2%, 0%, -5%, -17%, -3%, 1%
> N#C/C(=C\c1cccnc1)C(=O)Nc1cccc(Cl)c1
  9%, 27%, -6%, -4%, 0%, -6%, i, -12%
> COC(=O)c1ccccc1N(C)C(=O)C12CCC(C)(C(=O)O1)C2(C)C (stereo not given)
  21%[11.4 µM], 5%, 2%, 5%, -1%, -6%, i, 6%
> COc1cccc2cc(C(=O)N3CCC(C)CC3)c(=O)oc12
  2%, -3%, -1%, 6%, -14%, -11%, -4%, -26%
> O=C(CCc1nnc2n(Cc3ccccc3Cl)c(=O)c3ccccc3n12)Nc1ccc(F)cc1
  ., ., -27%, -2%, -16%, 4%, ., .
> COC(=O)c1ccsc1NC(=O)CN1CCN(c2ccc(F)cc2)CC1
  ., 9%, -3%, 4%, 6%, ?, -9%, 7%
> COc1ccc(-c2cc3ccc(O)c(CN4CCCC(C)C4)c3oc2=O)cc1OC (stereo not given)
  ., ., -3%, 2%, 1%, ?, ., .
> O=C(Nc1c(C(=O)N2CCOCC2)cnn1-c1ccccc1Cl)c1ccco1
  4%[11.4 µM], 12%, -1%, -14%, 6%, 1%, -7%, 1%
> CCCc1cc(=O)oc2cc(OCC(=O)NCc3cccs3)ccc12
  10%, 7%, 1%, -9%, -2%, 5%, -4%, ?
> Cc1ccc(Cn2nnc(C(=O)Nc3cc(C)ccc3C)c2N)cc1
  8%, 0%, -2%, 1%, -11%, -4%, -2%, -9%
> CC(C)NC(=O)c1ccc(-c2cc(C(F)(F)F)ccc2Cl)o1
  ., -8%, 0%, -1%, -1%, -9%, -12%, 1%
> CCCCNS(=O)(=O)c1ccc2nc(-c3cccnc3)cc(C(=O)NCCC)c2c1
  ., ., 1%, 4%, ?, -11%, ., .
> O=C(Nc1ccc2c(c1)OCO2)c1ccc(Br)o1
  ., -7%, 2%, -4%, 3%, ?, 2%, -4%
> Cc1ccc(NC(=O)c2cn3c4c(ccc(Cl)c4c2=O)OC(C)C3)cc1C (stereo not given)
  ., ., 1%, -4%, 7%, 7%, ., .
> COc1ccc(N=C2C(=Nc3ccc(OC)cc3)N(c3ccc(OC)cc3)C(=S)N2C)cc1
  ., 17%, -3%, -8%, 6%, ?, -10%, -4%
> Cc1cccn2c(=O)c(C(=O)NC(C)c3ccccc3)cnc12 (stereo not given)
  ., ., -4%, 4%, -4%, 6%, ., .
> COc1ccc2c(c1)c(C(=O)CN1CCOCC1)c(C)n2C
  ., -14%, -7%, -9%, -4%, -12%, i, -19%
> Cc1cc(=O)oc(C)c1C(=O)OCC(=O)c1ccc2ccccc2c1
  ., -5%, 13%, -8%, 2%, ?, -24%, ?
> COc1cccc(CC(NC(C)=O)C(=O)NC2CCN(c3nc(C)cc(C)c3C#N)CC2)c1 (stereo not given)
  ., -1%, -4%, 7%, -3%, -8%, -2%, ?
> CC(=O)N1C(=O)C2(C(C#N)=C(N)Oc3cc(C)oc(=O)c32)c2ccccc21 (stereo not given)
  -1%, -3%, 1%, -2%, -3%, -7%, -1%, 6%
> CCCCc1ccc(C(=O)N/C(=C\c2ccc(C)cc2)C(=O)NC2CCCCC2)cc1
  ., ., -12%, -6%, 0%, -8%, ., .
> NC(=O)c1ccc(NC(=O)CN2CCN(c3ccc(Cl)cc3)CC2)cc1
  9%, 5%, -2%, -2%, 0%, -9%, i, 24%
> O=C(CSc1nc2c([nH]c3ccccc32)c(=O)n1-c1ccccc1)N1CCCC1
  ., ., -7%, 2%, 5%, -11%, ., .
> COc1cccc(CN(C)C(=O)c2cc(COc3ccc4ncccc4c3)on2)c1
  -8%, 3%, 1%, 0%, 8%, -13%, i, -11%
> COc1ccc(OC)c(C2C(C(C)=O)=C(O)C(=O)N2CCc2ccc(OC)c(OC)c2)c1 (stereo not given)
  -1%, 3%, 3%, 2%, 3%, -13%, -9%, -11%
> COC(=O)CSc1nnc2n(-c3ccc(OC)cc3)c(=O)c3c4c(sc3n12)CCCCC4
  1%, -1%, -7%, 0%, 12%, -7%, i, -2%
> CCOc1cc(/C=C2\N=C3CCCCCN3C2=O)ccc1O
  -13%, 8%, -11%, -10%, -9%, -6%, -3%, -26%
> C=CCn1c(N)cc(=O)nc1SCC(=O)NC(C)c1ccccc1 (stereo not given)
  -6%, 4%, 0%, -9%, 1%, -8%, 8%, -8%
> Cc1ccc(C)c(NC(=O)CSC2=Nc3ccccc3N=C(c3ccc(F)cc3)C2)c1
  ., ., -12%, 0%, -1%, 6%, ., .
> Cn1cc(Br)c(C(=O)NC(=S)N2CCN(c3ccccn3)CC2)n1
  0%, 3%, -2%, -7%, -1%, 4%, i, -26%
> COc1cccc(CNC(=O)CCc2c(C)c3cc4c(C)coc4c(C)c3oc2=O)c1
  ., ., 0%, -12%, -1%, 11%, ., .
> CC(Cl)c1cc(-c2ncc(C(F)(F)F)cc2Cl)no1 (stereo not given)
  24%, 4%, 1%, 1%, -7%, 2%, -1%, -6%
> CC(C)(C)c1ccc(C(=O)N2CCC(C(=O)NCc3ccco3)CC2)cc1
  -5%, 1%, -2%, -14%, 5%, -1%, -1%, -5%
> O=C(CN1CCCCCC1=O)OCc1ncc(-c2ccccc2)o1
  -1%, 5%, 0%, 1%, -5%, -11%, i, 3%
> N#C/C(=C(/O)COC(=O)c1ccc(O)cc1)c1nc2ccccc2[nH]1
  28%, 36%[activator], -5%, -2%, 5%, ?, -12%, ?
> Cn1cccc1-c1cc2n(n1)CCC(=O)N2CCCC(=O)NCc1ccc(F)cc1
  ., ., -2%, -1%, -6%, -4%, ., .
> COC(=O)/C(=N/Nc1ccc(C)cc1)N1CCCc2ccccc21
  -12%, -14%, 3%, 0%, 13%, -9%, -13%, -7%
> O=C1N=C(N2CCOCC2)S/C1=C\c1ccc(OS(=O)(=O)c2ccccc2)cc1
  -4%, 0%, 2%[53 µM], -10%[53 µM], 10%, ?, i, ?
> Cc1ccc(S(=O)(=O)NCCNC(=O)c2nonc2N)cc1
  15%, 2%, -2%, 0%, -3%, -1%, -2%, 1%
> CC(=O)Oc1ccc(-c2cccc(C(=O)Oc3ccccc3)c2)cc1
  ., 4%, 3%, -13%, -17%, -16%, i, -9%
> CCOC(=O)c1c(C)[nH]c(C(=O)COC(=O)c2oc3ccc(OC)cc3c2C)c1C
  7%, 9%, -1%, -11%, -17%, -16%, i, ?
> Cc1nnc2n(c1=O)C(CS(=O)(=O)c1ccccc1)CS2 (stereo not given)
  0%, -4%, 1%, 9%, 1%, -5%, -4%, 2%
> COC(=O)c1ccc(Oc2nc(Nc3ccccc3)nc(N(C)C)n2)cc1
  17%[11.4 µM], 2%, -1%, 7%, -3%, -12%, i, -3%
> O=C1CC(NNc2nc3ccccc3s2)C(=O)N1c1ccc(F)cc1 (stereo not given)
  0%, 1%, -4%, 4%, 0%, ?, -6%, -3%
